Screening data as filed in PubChem.
Pf Dd2 inh – P. falciparum Dd2 growth inhibition; SYBR Green, 72 h; active compounds read low; activity change, % at 10 µM; actives 2.3% (n = 94,000); in the data active = activity change below about -80%
GASC1 inh – inhibitors of human demethylase GASC-1 KDM4C; GST-KDM4C 2-372, H3K9me3 peptide, LANCE TR-FRET; inhibition, % at 12.5 µM; actives 0.15% (n = 96,000);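 active = mean replicate inhibition above about 25%, with at least 55% of replicates also reaching it, limit read from the data, passing the limit was not always enough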
Target sequence (Q9H3R0 2-372 limits assumed): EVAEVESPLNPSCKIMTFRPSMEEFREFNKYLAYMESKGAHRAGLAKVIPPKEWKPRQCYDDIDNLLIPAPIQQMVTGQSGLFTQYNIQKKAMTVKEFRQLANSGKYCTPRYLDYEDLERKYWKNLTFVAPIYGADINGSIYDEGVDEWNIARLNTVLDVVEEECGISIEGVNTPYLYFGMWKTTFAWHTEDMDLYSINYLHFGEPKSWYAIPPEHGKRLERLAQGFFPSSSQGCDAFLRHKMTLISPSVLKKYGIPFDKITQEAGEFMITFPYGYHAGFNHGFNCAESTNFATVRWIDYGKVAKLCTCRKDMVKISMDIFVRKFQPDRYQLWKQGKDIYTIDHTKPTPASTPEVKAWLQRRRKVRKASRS
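Assay system: GST-GASC-1 enzyme fragment 2-372 | Amount: 10 nM enzyme | Medium: HEPES buffer, pH 7.5, plus ascorbate | Reagent: H3K9me3 peptide substrate, Fe(II), 2-oxoglutarate | Doses: Single-point compound screen | Incubation: 30 min demethylation and 1 h detection at room temperature | Measured by: LANCE TR-FRET, excitation 340 nm, emissions 618 and 671 nm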
T cruzi growth – blocks T. cruzi growth in NIH3T3 culture; T. cruzi beta-gal in NIH3T3, GalScreen luminescence, 90 h; inhibition, % at 8.34 µM; actives 5.9% (n = 77,000); AID 624255;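 active = mean inhibition above about 93%, with at least 55% of replicates each passing it, limit read from the data, passing the limit was not always enough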
C diff HTS – blocks growth of Clostridium difficile; AID 1259249; Clostridium difficile clinical isolate growth, OD600, 24 h; active compounds read low; actives 0.25% (n = 86,000); growth activity, negative = inhibition, % at 16 µg/mL (by protocol);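 active = mean growth activity at or below -80% and every replicate also at or below -80%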;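 also: 0% = DMSO wells and -100% = levofloxacin 16 µg/mL wells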
Starred values were filed as active, the others as inactive; · = not tested or not shown; & = joins results of further samples.

SMILES	Pf Dd2 inh	GASC1 inh	T cruzi growth	C diff HTS
O=C(Nc1cc(F)ccc1F)N[C@@H]1CC[C@H](CCn2cc(C3CC3)nn2)O[C@@H]1CO	-63	6.0	-2	·
CN1C(=O)c2cc(NC(=O)c3cccs3)ccc2OC[C@@H]2O[C@H](CC(=O)NCCN3CCCCC3)CC[C@H]21	-75	-0.7	-8	-4
Cc1ccc(S(=O)(=O)Nc2ccc3c(c2)C(=O)N([C@H](C)CO)C[C@@H](C)[C@@H](CN(C)Cc2ccc(Oc4ccccc4)cc2)O3)cc1	0	-0.9	30	·
COc1ccccc1CNC(=O)C[C@@H]1CC[C@H]2[C@@H](COC[C@H](O)CN2Cc2ccc3c(c2)OCO3)O1	-7	2.0	101*	88&53
CC(C)C#Cc1ccc2c(c1)O[C@@H](CN(C)C(=O)C1CCCCC1)[C@@H](C)CN([C@H](C)CO)S2(=O)=O	-29	-1.8	80	9
C[C@H](CO)N1C[C@H](C)[C@H](CN(C)S(=O)(=O)c2cccs2)Oc2ccc(NC(=O)CCCCCC(=O)Nc3ccccc3N)cc2C1=O	-15	-1.3	-49	·
COCC(=O)Nc1ccc2c(c1)[C@H]1C[C@@H](CC(=O)NC3CCCCC3)O[C@H](CO)[C@H]1O2	14	-3.3	-4	·
C[C@H]1CN([C@@H](C)CO)C(=O)c2cc(-c3cccc(F)c3)cnc2O[C@H]1CN(C)C(=O)c1cnccn1	21&28	0.5	-35&4	-3
CN(C)C(=O)C[C@H]1CC[C@@H](NC(=O)Nc2cccc(F)c2)[C@@H](CO)O1	22	-1.4	·	2
COc1cccc(CN2CC3(CN(C(=O)Nc4c(C)noc4C)C3)c3c([nH]c4cc(OC)ccc34)[C@@H]2CO)c1	-5	0.2	·	5
Cc1ccc(S(=O)(=O)N(C)C[C@@H]2Oc3ccc(NS(=O)(=O)c4ccccc4)cc3C(=O)N([C@@H](C)CO)C[C@H]2C)cc1	-34	-1.2	48	2
Cc1noc(C)c1NC(=O)N[C@@H]1C=C[C@@H](CC(=O)Nc2ccccc2)O[C@@H]1CO	·	-1.8	·	0
C/C=C/c1ccc([C@@H]2[C@@H](CO)N(C(C)=O)[C@H]2CN(CCC)C(C)=O)cc1	12&2	-1.4	-27&52	-3&-3
O=C(C[C@@H]1CC[C@@H]2[C@H](COC[C@H](O)CN2C(=O)c2ccc3c(c2)OCO3)O1)NC1Cc2ccccc2C1	-1	0.3	0	3
Cc1cccc(S(=O)(=O)N(C)C[C@@H]2OCc3ccccc3-c3ccccc3C(=O)N([C@H](C)CO)C[C@@H]2C)c1	-66	-2.1	78	·
Cc1noc(C)c1NC(=O)N(C)C[C@@H]1Oc2c(NC(=O)Nc3cccc4ccccc34)cccc2C(=O)N([C@H](C)CO)C[C@@H]1C	-16	12	-68	4
CCCNC(=O)N(C)C[C@H]1Oc2ncc(Br)cc2C(=O)N([C@H](C)CO)C[C@H]1C	32	·	·	0
C[C@H](CO)N1C[C@H](C)[C@H](CN(C)S(C)(=O)=O)OCCCC[C@H](C)Oc2ccc(NC(=O)C3CCCCC3)cc2C1=O	22	-0.5	32	1
O=C(C[C@H]1C[C@@H]2c3cc(NC(=O)C4CCOCC4)ccc3O[C@@H]2[C@@H](CO)O1)NCc1ccncc1	6	0.4	-1	-7
C[C@@H]1CCCCO[C@@H](CN(C)C(=O)CCC(F)(F)F)[C@@H](C)CN([C@H](C)CO)C(=O)c2cc(NS(=O)(=O)c3ccc(F)cc3)ccc2O1	-11	-0.3	·	5
COc1ccc(S(=O)(=O)Nc2ccc3c(c2)CC(=O)N([C@H](C)CO)C[C@@H](C)[C@@H](CN(C)S(=O)(=O)c2cn(C)cn2)O3)cc1	27	1.1	-8	-9
CCCN1C[C@H](C)[C@@H](OC)CN(C)C(=O)c2ccc(NS(=O)(=O)c3cn(C)cn3)cc2OC[C@H]1C	13	0.2	105*	·
O=C(Cc1ccccc1)N1CC(=O)N2[C@H](C1)[C@H](c1ccc(Br)cc1)[C@@H]2CO	-10	0.5	·	-1
C[C@@H]1CN([C@@H](C)CO)C(=O)c2cc(NC(=O)CCC(F)(F)F)ccc2O[C@@H]1CN(C)Cc1ccc(-c2ccccc2)cc1	9	-1.2	93	-9
C[C@@H]1CN([C@@H](C)CO)S(=O)(=O)c2ccc(C3=CCCC3)cc2O[C@@H]1CN(C)C(=O)c1ccncc1	38	8.3	60	-4
Later entries:
SMILES	Pf Dd2 inh	GASC1 inh	T cruzi growth	C diff HTS
C[C@@H]1CN([C@H](C)CO)S(=O)(=O)c2ccc(C#CCN(C)C)cc2O[C@H]1CN(C)Cc1cccnc1	-28	5.4	96*	1
CO[C@H]1CN(C)C(=O)c2ccc(NC(=O)c3cnccn3)cc2OC[C@H](C)N(C(=O)C2CC2)C[C@H]1C	2	-1.0	-34	·
CCC(=O)Nc1ccc2c(c1)C(=O)N(C)C[C@H](OC)[C@H](C)CN(CC1CCOCC1)[C@@H](C)CO2	12	-1.6	1	-2
C[C@@H]1CCCCO[C@H](CN(C)C(=O)NC2CCCCC2)[C@H](C)CN([C@@H](C)CO)C(=O)c2cc(N(C)C)ccc2O1	-8	3.9	79	-3
Cc1cccc(S(=O)(=O)N2CCCCN3[C@@H](CO)[C@H](c4ccc(C#CC5CC5)cc4)[C@@H]3C2)c1	12	-0.1	85	34
CCC(=O)N1C[C@@H](C)[C@@H](OC)CN(C)C(=O)c2cc(NC(=O)C3CC3)ccc2OC[C@H]1C	6	1.8	-34	0
O=C(C[C@@H]1CC[C@@H]2[C@H](COC[C@@H](O)CN2Cc2cccc(-c3ccncc3)c2)O1)N1CCCCC1	-24	-2.8	68	·
CCS(=O)(=O)Nc1ccc2c(c1)C(=O)N(C)C[C@@H](OC)[C@@H](C)CN(C)[C@H](C)CO2	8	0.2	-62	3
C[C@@H]1CCCCO[C@@H](CN(C)Cc2ccc3c(c2)OCO3)[C@@H](C)CN([C@H](C)CO)C(=O)c2cc(NC(=O)Nc3ccc(F)cc3)ccc2O1	-13	-0.7	97*	6
C[C@@H]1CCCCO[C@H](CN(C)C(=O)Nc2cccc3ccccc23)[C@H](C)CN([C@@H](C)CO)C(=O)c2cc(NC(=O)Nc3ccc(F)cc3)ccc2O1	-83*	-3.7	101*	7
C[C@H](CO)N1C[C@H](C)[C@@H](CN(C)S(=O)(=O)c2ccc(Cl)cc2)Oc2c(NC(=O)Nc3ccc4c(c3)OCO4)cccc2C1=O	-32	0.1	82	·
CCCNC(=O)N1CC2(CCN(CC3CC3)CC2)c2c(n(C)c3cc(OC)ccc23)[C@@H]1CO	-55	-0.2	·	-2
O=C(NC1CCCCC1)N1CC2(C1)[C@H](c1ccccc1)[C@H](CO)N2CC1CCOCC1	20	-1.1	·	0
COc1ccc(C#Cc2ccc3c(c2)O[C@H](CN(C)C(C)=O)[C@H](C)CN([C@@H](C)CO)S3(=O)=O)cc1	-35	·	45	-5
COc1ccc2c3c(n(C)c2c1)[C@@H](CO)N(C(=O)c1ccccn1)CC31CN(C)C1	6	1.2	·	-6
COc1ccc(C#Cc2ccc([C@H]3[C@@H](CO)N4CCCCN(S(=O)(=O)c5ccccc5)C[C@@H]34)cc2)cc1	0	0.0	103*	-3
CN(C[C@H]1[C@@H](c2ccccc2)[C@@H](CO)N1C(=O)C1CC1)C(=O)c1ccncc1	11	0.2	·	0
C[C@@H]1CN([C@H](C)CO)C(=O)Cc2cc(NS(=O)(=O)c3ccc(F)cc3)ccc2O[C@H]1CN(C)Cc1ccc2c(c1)OCO2	12	15	48	-6
O=C(NC[C@H]1CC[C@H]2[C@H](CN2Cc2nccs2)O1)C1CCC1	16	·	·	-7
COc1ccc(C#Cc2ccc([C@@H]3[C@@H](CO)N4CCCCN(Cc5ccccc5F)C[C@H]34)cc2)cc1	-80	-0.8	-29	-97*
CC(=O)N(C)C[C@@H]1Oc2cc(Br)ccc2S(=O)(=O)N([C@@H](C)CO)C[C@@H]1C	-2	42*	11	5
C[C@@H]1CCCCO[C@@H](CN(C)S(=O)(=O)c2cn(C)cn2)[C@@H](C)CN([C@@H](C)CO)C(=O)c2cc(NC(=O)NC3CCCCC3)ccc2O1	-32	0.6	41	8
COc1ccc(NC(=O)N(C)C[C@@H]2Oc3ncc(C#CC(C)C)cc3C(=O)N([C@H](C)CO)C[C@H]2C)cc1	-39	-0.3	·	-8
CN(C)C(=O)C[C@H]1C[C@H]2c3cc(NS(=O)(=O)c4ccccc4)ccc3O[C@H]2[C@@H](CO)O1	7	-1.6	0	-1
O=C(NCC[C@H]1CC[C@@H](NC(=O)c2cnccn2)[C@@H](CO)O1)Nc1ccc(F)cc1	-18	-1.2	-7	4

Sorted by value in C diff HTS (high to low): some entries from above
SMILES	C diff HTS
C[C@@H]1CCCCO[C@@H](CN(C)S(=O)(=O)c2cn(C)cn2)[C@@H](C)CN([C@@H](C)CO)C(=O)c2cc(NC(=O)NC3CCCCC3)ccc2O1	8
O=C(C[C@@H]1CC[C@@H]2[C@H](COC[C@H](O)CN2C(=O)c2ccc3c(c2)OCO3)O1)NC1Cc2ccccc2C1	3
O=C(NC1CCCCC1)N1CC2(C1)[C@H](c1ccccc1)[C@H](CO)N2CC1CCOCC1	0
C[C@@H]1CN([C@@H](C)CO)S(=O)(=O)c2ccc(C3=CCCC3)cc2O[C@@H]1CN(C)C(=O)c1ccncc1	-4

A draw from above in order of SMILES length, rising.
SMILES	Pf Dd2 inh	GASC1 inh	T cruzi growth	C diff HTS
COCC(=O)Nc1ccc2c(c1)[C@H]1C[C@@H](CC(=O)NC3CCCCC3)O[C@H](CO)[C@H]1O2	14	-3.3	-4	·
CO[C@H]1CN(C)C(=O)c2ccc(NC(=O)c3cnccn3)cc2OC[C@H](C)N(C(=O)C2CC2)C[C@H]1C	2	-1.0	-34	·
Cc1cccc(S(=O)(=O)N(C)C[C@@H]2OCc3ccccc3-c3ccccc3C(=O)N([C@H](C)CO)C[C@@H]2C)c1	-66	-2.1	78	·
Cc1ccc(S(=O)(=O)Nc2ccc3c(c2)C(=O)N([C@H](C)CO)C[C@@H](C)[C@@H](CN(C)Cc2ccc(Oc4ccccc4)cc2)O3)cc1	0	-0.9	30	·

Additional structures follow.
SMILES	Pf Dd2 inh	GASC1 inh	T cruzi growth	C diff HTS
COc1ccccc1-c1ccc([C@H]2[C@@H](CO)N3CCCCN(C(=O)c4ccncc4)C[C@H]23)cc1	13	2.2	48	-7
O=C(NCCN1CCCC1)[C@@H]1N[C@@H]2c3ccc(-c4ccccc4)c(=O)n3C[C@@H]2[C@H]1CO	-12	-0.8	36	5
CCC(=O)N1[C@@H](CO)[C@H](c2ccccc2)[C@@H]1CN(C)C(=O)CN1CCOCC1	-6	1.0	2	1
Cn1cnc(S(=O)(=O)N[C@H]2CC[C@@H](CC(=O)N3CCN(c4ccccc4)CC3)O[C@@H]2CO)c1	18	0.9	-26	·
O=C(c1ccc(F)cc1)N1CC(=O)N2[C@H](CO)[C@H](c3ccc(-c4cccnc4)cc3)[C@H]2C1	-87*	-1.5	·	-10
C[C@@H]1CCCCO[C@@H](CN(C)Cc2ccc(Cl)c(Cl)c2)[C@@H](C)CN([C@@H](C)CO)C(=O)c2cc(NS(=O)(=O)c3ccccc3)ccc2O1	-50	1.7	101	7
Cc1ccc(S(=O)(=O)N[C@H]2CC[C@H](CC(=O)N3CCN(c4ccccc4)CC3)O[C@@H]2CO)cc1	-1	-0.3	-2	-3
COc1ccc(-c2cnc3c(c2)C(=O)N([C@H](C)CO)C[C@H](C)[C@@H](CN(C)C(=O)Cc2ccccn2)O3)cc1	-38	0.4	-11	-1
COc1ccc(S(=O)(=O)N(C)C[C@@H]2Oc3c(NC(=O)C4CCOCC4)cccc3C(=O)N([C@@H](C)CO)C[C@H]2C)cc1	-7	-0.4	69	·
CO[C@H]1CN(C)C(=O)c2ccc(NS(=O)(=O)c3cn(C)cn3)cc2OC[C@H](C)N(Cc2cccc(F)c2)C[C@@H]1C	4	4.0	·	2
COCC(=O)N1[C@H](CO)[C@H]2c3ccccc3N(C(=O)NC(C)C)C[C@H]21	-1	-0.4	-5	0
O=C(NCC[C@H]1CC[C@@H](NC(=O)C2CC2)[C@H](CO)O1)c1ccc(F)cc1	·	-1.0	·	1
N#C[C@@H]1[C@@H](c2ccccc2-c2ccccc2)[C@H](CO)N1C(=O)NC1CCCC1	-7	-0.6	·	-8
COCC(=O)N(C)C[C@H]1Oc2cc(C3=CCCCC3)ccc2S(=O)(=O)N([C@@H](C)CO)C[C@H]1C	42	1.2	20	-5
COc1ccc(S(=O)(=O)Nc2ccc3c(c2)C(=O)N([C@@H](C)CO)C[C@@H](C)[C@@H](CN(C)S(=O)(=O)c2cn(C)cn2)OCCCC[C@H](C)O3)cc1	-46	1.9	8	0
CN1c2ccc(-c3ccccc3)cc2[C@H]2[C@H](CCN2C(=O)c2ccccc2)[C@H]1CO	-23	0.4	48	6
C[C@H](CO)N1C[C@H](C)[C@@H](CN(C)C(=O)Nc2ccccc2)Oc2ccc(NC(=O)c3ccncc3)cc2C1=O	16	0.5	·	3
COc1ccc(S(=O)(=O)Nc2ccc3c(c2)C(=O)N([C@@H](C)CO)C[C@H](C)[C@H](CN(C)CC2CC2)O3)cc1	-7	3.4	28	3
C[C@H](CO)N1C[C@H](C)[C@@H](CN(C)Cc2ccc(C(=O)O)cc2)OCc2ccccc2-c2c(n(C)c3ccccc23)C1=O	18	2.4	-11	·
